Bioassay records (PubChem BioAssay)
Insulin prom up: MIN6 insulin promoter up-regulation. MIN6 insulin promoter-GFP reporter, high-content imaging; hits give high values. z-score at 5 µM. actives 0.3% (n = 190,000);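 active means z-score above 3 at 5 µM with at least 500 cells counted in the well; inconclusive means wells under 500 cells, flagged as cytotoxic or low count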
MT stabilize HCS: stabilizes microtubules in HeLa cells | HeLa tubulin immunostaining HCS, 24 h; share of cells brighter than vehicle mean+2SD | actives 0.83% (n = 200,000) | % tubulin-high responders, % at 10 µM;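 active means plate Z-score above 3 for both tubulin-high and condensed-nucleus cell shares, with cell loss under 80%, at 10 µM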;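 further: anti alpha tubulin signal scored within the nucleus-defined area of each cell; some results filed as inactive read as strong as hits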
Yfh1-depleted yeast: mitochondrial function rescue without frataxin homolog – Friedreich's ataxia, plus single-dose screen, dose response (AID 1465) | S. cerevisiae Yfh1-off respiration, WST-1 reduction, 72 h; higher fold induction means a stronger effect | one-dose fold induction at 50 µM; EC50 in µM for titrated hits | actives 0.074% (n = 220,000);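 active means fold induction of absorbance versus untreated yeast above a set limit, then at least 30% activation at any dose in follow-up; inconclusive means repeats straddling the limit, or above it without dose testing; inactive means fold induction below the set limit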;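 further: activators that raise dye reduction in frataxin-depleted yeast; strong numbers were not always called active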
Dynein transport: dynein cargo transport inhibition. z-score, hits read low. actives 0.47% (n = 220,000). 3617.4 mouse cells, GR-EGFP nuclear translocation imaging; test concentration mostly 20 µM; stimulated with dexamethasone, 1 µM; hits give low values;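 active means plate z-score of nuclear minus cytoplasmic receptor signal below a set negative limit, without overly bright fluorescence or cell loss, cut at about -3.5 in these data, passing the limit was not always enough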;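 further: z-score of nuclear minus cytoplasmic ring GR-EGFP intensity difference per well; some compounds called inactive have numbers as strong as hits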
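Also added – dexamethasone, 1.0 µM final · Buffer or medium – tet-free, stripped-serum medium · Schedule – induction 48 h, compound 1 h, agonist 30 min · Detection – formaldehyde fixation, Hoechst nuclear stain, 10x automated fluorescence imaging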
P. falciparum M17LAP: P. falciparum M17LAP inhibitors, primary screen, biochemical, fluorogenic H-Leu-NHMec substrate, 1536-well (AID 1619) | one-dose inhibition, % at 30 µM; IC50 in µM for titrated hits | recombinant M17LAP, H-Leu-NHMec fluorogenic kinetic assay; higher % means a stronger effect | actives 0.38% (n = 220,000);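 active means compound inhibiting the enzyme by more than half at any dose during confirmatory dose-response retesting; inconclusive means strong single-dose inhibitors picked by rank but not retested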;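 further: plate controls were full reaction with DMSO carrier for no effect and no enzyme background for full effect; strong numbers were not always called active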
Lipid droplet: modulators of hepatic lipid droplet formation; inhibition, % at 6.5 µM; AML12 mouse hepatocytes, oleate lipid droplets, BODIPY imaging; AID 1656; actives 0.4% (n = 240,000);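 active means lipid droplet intensity inhibited by at least 50%, with more than 500 cells counted; inconclusive means wells with under 300 cells, treated as cytotoxic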
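Technique: fluorescence imaging, 20x objective, two fields per well / Assay system: AML12 hepatocytes (mouse) / Measure: % inhibition of lipid droplet signal / Doses: 6.5 µM single-point dosing / Incubation: overnight exposure / Reagent: 100 µM oleic acid challenge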
Autophagy mod: alters autophagy in cells. calls only at 10 µM (by protocol). MEF GFP-LC3 puncta imaging; test concentration mostly 10 µM. AID 463193. actives 0.98% (n = 190,000);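 active means percentage of spot-positive cells more than 3 SD above its plate mean, without a fluorescence outlier flag or 80% toxicity; inconclusive means no clear call, values can overlap the other calls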;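 further: spot-positive cell cutoff set from DMSO-treated cells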
ER stress rescue: protection against thapsigargin-triggered cell killing – 384-well, CSM14.1, ATP luminescence, primary screen (AID 1222) | CSM14.1 thapsigargin-induced death rescue, ATP luminescence; higher % means a stronger effect | cellular ATP content (survival), % at 20 µM; hits with a dose series show EC50 in µM | 190,000 tested, under 10 active;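 active means EC50 below 50 µM in the dose-response confirmation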;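 further: death triggered by thapsigargin at about 15 µM added after 2 h compound pretreatment; cell ATP read after overnight thapsigargin exposure of roughly 18 to 22 hours; normalized against plate controls of thapsigargin alone and 5% DMSO vehicle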
P. falciparum M1AAP: malaria alanyl aminopeptidase activity blockers – biochemical, fluorogenic H-Leu-NHMec substrate, 1536-well (AID 1445) | actives 0.42% (n = 220,000) | recombinant M1AAP, H-Leu-NHMec fluorogenic kinetic assay; higher % means a stronger effect | inhibition, % at 30 µM, or IC50 in µM where a hit was titrated;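 active means primary inhibition above the hit cutoff, then over 50% inhibition at one or more dose response concentrations, cut at about 23% in these data, passing the limit was not always enough; inconclusive means conflicting primary data, or primary hits not chosen for dose response; inactive means low primary inhibition, or under 50% at every dose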;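 further: plate controls were DMSO full reaction for no effect and no enzyme background for full effect; strong numbers were not always called active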
Dynein transport cytoplasmic EGFP: also measured in Dynein transport; calls as there; z-score; measured here: cytoplasmic GR-EGFP intensity; hits give high values
Dynein transport nuclear GR-EGFP: also measured in Dynein transport; calls as there; z-score; measured here: nuclear GR-EGFP intensity;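 lower value marks the stronger effect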
Dynein transport cell count: also measured in Dynein transport; calls as there; z-score; measured here: cell count per field
Insulin prom up cell count: second read-out of Insulin prom up, no call of its own (marks repeat the call); cell count; measured here: cytotoxicity, nuclei count;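 total cells summed across four imaged fields per well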
Lipid droplet cells 6.5 µM: recorded beside Lipid droplet, whose call it bears; cell count; measured here: cell count, cytotoxicity flag;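 cells counted across two imaged fields per well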
MT stabilize HCS Hoechst-high %: recorded beside MT stabilize HCS, whose call it bears; % Hoechst-high responders; measured here: nuclear condensation Hoechst responders;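 share of cells brighter than vehicle mean plus two SD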
MT stabilize HCS cytotoxicity %: also measured in MT stabilize HCS; calls as there; toxicity, %; measured here: cytotoxicity by cell density;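 0% = mean cell density of plate MIN control wells and 100% = no cells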
Autophagy mod cell loss 18 h: further read-out of Autophagy mod, marked with its call; toxicity, %; measured here: cell loss, nuclei count;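 cell loss after 18 h compound exposure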
* hit, by the source's call; i = inactive; u = inconclusive; x = not tested or not shown. Rows were taken by chance. About 3.5% of those tested had a hit in this group.

SMILES	Insulin prom up	Insulin prom up cell count	MT stabilize HCS	MT stabilize HCS Hoechst-high %	MT stabilize HCS cytotoxicity %	Yfh1-depleted yeast	Dynein transport	Dynein transport cytoplasmic EGFP	Dynein transport nuclear GR-EGFP	Dynein transport cell count	P. falciparum M17LAP	Lipid droplet	Lipid droplet cells 6.5 µM	Autophagy mod	Autophagy mod cell loss 18 h	ER stress rescue	P. falciparum M1AAP
O=C(CS(=O)(=O)c1cn(Cc2cccc(F)c2)c2ccccc12)N1CCCCC1	0.19	1213	2.1	2.1	19.5	i	0.0051	-0.183	0.377	0.178	-5.4%	-2.8	725	i	-4.9	0.8%	2.7%
O=C1c2ccc([N+](=O)[O-])cc2C(=O)N1c1c[nH]c(=O)[nH]c1=O	-0.65	1525	4.1	1.3	11.4	i	-1.27	-0.335	-0.576	0.924	5.4%	-18.1	685	i	-9.2	1.7%	2.2%
O=C(C1=C[C@H](C2CC2)C[C@H](OCc2ccc(CO)cc2)O1)N1CCN(Cc2ccc3c(c2)OCO3)CC1	-0.24	1354	5.3	2.4	9.5	i	-0.795	-0.323	-0.146	0.31	-0.7%	-15.6	691	i	10.2	3.3%	1.1%
COC(=O)c1ccc(NC(=O)CSc2nnc(C(C)NC(=O)c3ccccc3Cl)n2C)cc1 (centres undefined)	1.76	1306	4.4	1.6	4.0	i	1.61	-0.149	0.275	-1.02	6.2%	x	x	i	-5.1	-0.9%	1.3%
CCOc1ccc(NC(=O)CSc2nnc(-c3ccoc3C)n2CC2CCCO2)cc1 (centres undefined)	-0.21	1238	4.9	1.9	5.1	i	1.01	-0.0557	0.299	-1.27	42.6%	1.3	759	i	2.0	4.0%	10.3%
O=C(CSCc1ccccc1)N1CCc2ccccc21	-0.04	847	0.6	1.3	5.2	i	-0.691	0.215	-0.295	0.433	11.0%	-6.0	744	i	-7.1	-0.1%	-2.6%
O=C(Cn1cc(C(F)(F)F)cc(Cl)c1=O)NCCc1ccc(Cl)cc1Cl	-0.56	1078	x	x	x	i	-0.581	-0.199	0.301	0.416	-3.5%	-20.3	682	x	x	x	0.2%
NC(=S)N=Nc1c(O)n(CCCl)c2ccc(Cl)cc12	-1.22	1193	3.9	1.8	6.3	i	-0.553	-0.303	-0.275	0.664	4.9%	-4.3	690	i	6.3	0.0%	u
O=C(NC1CCCCC1)c1cc(Cl)ccc1[N+](=O)[O-]	0.18	1358	1.4	2.0	0.2	i	0.0771	-0.218	0.0948	-0.253	9.3%	1.2	646	i	-0.7	-1.9%	5.6%
Cc1ccc(NC(=O)COc2ccccc2C(=O)Nc2ccccc2)cc1Cl	-0.27	1271	9.5	1.6	7.9	i	-0.991	-0.165	-0.586	0.28	4.1%	-17.8	676	i	10.4	-2.7%	-9.3%
Cc1c(-c2n[nH]c(=S)n2-c2ccc(C(F)(F)F)cc2)nnn1-c1ccccc1	x	x	3.1	2.4	6.9	i	-0.588	-0.283	-0.627	0.693	-4.5%	4.1	678	i	2.7	-3.5%	4.8%
NC(=O)COC(=O)/C=C/c1ccccc1[N+](=O)[O-]	0.63	1072	3.4	2.1	12.3	i	0.588	-0.329	0.58	-0.0984	4.2%	24.8	671	i	-14.9	-0.7%	8.0%
CC(C)(C)NC(=O)c1ccc2c(c1)N(CC(=O)N1CCN(c3ccccc3F)CC1)C(=O)C(C)(C)O2	-1.96	1346	2.8	3.1	15.0	i	0.129	-0.204	0.702	0.442	-3.5%	x	x	i	-62.0	0.0%	u
CC(C)(C)c1ccc(S(=O)(=O)NCCc2ccncc2)cc1	-0.87	1055	3.1	1.9	8.6	i	-0.49	-0.00879	-0.0633	0.155	-2.8%	x	x	i	28.0	-1.7%	-7.7%
COc1ccc(CNC(=O)C2CCN(S(C)(=O)=O)CC2)cc1	x	x	4.9	2.7	8.3	x	-0.582	-0.186	-0.248	-0.257	-31.5%	-12.6	779	i	-2.7	-1.6%	10.9%
O=C(Cc1ccccc1F)Nc1nc2ccccc2[nH]1	-0.31	1544	4.9	3.9	3.7	i	-0.175	-0.187	0.596	-0.455	-0.2%	18.5	743	i	5.9	-2.0%	-4.8%
CCC(C)c1ccc(S(=O)(=O)N2CCN(C(=O)COc3ccc4c(C)cc(=O)oc4c3)CC2)cc1 (centres undefined)	0.29	749	4.6	1.9	7.3	i	-0.254	-0.215	0.0699	1.52	-0.7%	-19.5	835	i	32.0	4.6%	0.6%
Cc1ccc(NC(=O)C2CC(=O)N/C(=N/N=C/c3ccco3)S2)cc1C (centres undefined)	0.08	1365	5.7	2.1	5.8	i	0.891	-0.137	0.55	-0.507	5.9%	-31.9	604	i	22.4	1.7%	7.8%
O=S(=O)(c1ccc(NC(=S)Nc2ccc(OC(F)F)cc2)cc1)N1CCOCC1	-0.3	1251	3.6	1.6	2.5	i	1.45	-0.263	0.377	-0.619	10.2%	-0.1	666	i	11.5	-0.8%	0.9%
Cc1nc(NCCc2ccc(F)cc2)c(C#N)c(C)c1[N+](=O)[O-]	0.17	1538	7.0	2.8	0.9	i	-1.57	0.437	-0.879	-0.75	3.2%	-3.6	632	i	-1.9	-2.4%	3.8%
COc1ccc(-c2cnc3nc(/N=C/N(C)C)nn3c2/N=C/N(C)C)cc1	1.51	1259	5.0	3.6	4.4	i	0.0197	-0.315	0.0541	0.0277	38.3%	x	x	i	-1.8	-0.9%	0.9%
CN(c1cccc(NC(=O)CN(c2cccc(Cl)c2)S(=O)(=O)c2ccccc2)c1)S(C)(=O)=O	-0.55	1526	6.2	3.8	1.5	i	-0.722	-0.134	-0.42	-1.18	4.0%	-20.7	673	i	-42.4	11.6%	2.8%
O=C(Oc1ccc(-n2cnnn2)cc1)c1ccccc1	-0.17	1572	2.6	2.3	10.9	i	-0.611	0.364	0.155	0.252	x	26.1	661	i	-9.0	-0.4%	x
NC(=S)c1ccc(C(N)=S)o1	0.45	1332	2.4	2.3	10.8	i	-0.686	-0.0956	-0.159	-0.00289	-1.9%	x	x	i	-1.6	-2.3%	8.9%
COc1ccccc1-n1c(CNC(=O)c2ccccc2)nnc1SCC(=O)Nc1nnc(C)s1	0.01	1287	2.8	1.9	6.5	i	-1.37	-0.318	-0.531	0.841	-0.8%	4.4	718	i	0.6	0.5%	4.7%
Cc1cccc(NC(=O)N(Cc2cc3cc(C)ccc3[nH]c2=O)CC2COCCO2)c1 (centres undefined)	1.38	1445	0.7	1.1	5.3	i	0.0327	-0.257	-0.254	0.415	18.5%	14.3	575	i	8.7	1.0%	45.8µM*
CCOc1c2c(nc3ccc(Cl)cc13)CCC2	-0.38	1471	3.5	2.3	9.4	i	-0.885	-0.421	-0.26	1.21	10.8%	x	x	i	5.9	-1.9%	2.9%
CC1=C(C)C(=O)N(CCC(=O)O)C1=O	-1.22	946	4.0	3.4	7.5	i	0.211	-0.238	0.15	0.242	-2.8%	x	x	i	9.4	-1.0%	5.8%
CCC(C)NC(=O)C(=O)NC1CCCC1 (centres undefined)	x	x	1.5	1.8	4.0	i	-0.641	-0.0545	0.503	0.227	-0.7%	-0.1	518	i	5.7	1.2%	2.5%
O=C(NCc1ccco1)C(=O)NCC(c1ccco1)N1CCOCC1 (centres undefined)	0.34	1276	4.4	2.6	4.1	i	0.863	-0.269	1.14	-0.603	3.2%	1.0	694	i	6.8	0.4%	-4.2%
CN(C)C(=O)CSc1nnc([C@H](Cc2c[nH]c3ccccc23)NC(=O)OC(C)(C)C)o1	-0.23	1171	x	x	x	i	x	x	x	x	9.6%	x	x	x	x	-0.6%	1.1%
CCN(CC)CCCN=Cc1c(O)n(-c2ccccc2C)c(=O)c2ccccc12	-0.04	1078	x	x	x	i	0.145	-0.278	-0.339	0.614	10.5%	-6.9	628	x	x	x	6.6%
COc1ccccc1NC(=O)Cn1nc(Cc2cccnc2)c2ccccc2c1=O	-0.32	1175	x	x	x	i	0.0655	-0.154	0.555	-0.257	-10.4%	5.8	707	x	x	x	4.4%
O=C(c1ccc(NC(=O)C2(c3ccccc3)CCCC2)cc1)N1CCOCC1	0.49	872	x	x	x	i	0.407	0.229	0.877	-2.36	-1.5%	3.7	692	x	x	x	-0.1%
Cc1noc(C)c1COc1cccc(C(=O)NCc2cccc(Cl)c2)c1	0.26	1358	2.1	1.9	7.3	i	-1.25	-0.225	-1.16	1	-1.5%	x	x	i	-3.7	1.1%	5.8%
CCOC(=O)N1CCN(C(=O)C(=O)NNC(=O)COc2ccc(Cl)cc2)CC1	-0.69	1435	2.5	2.7	10.6	i	-0.462	0.036	-0.283	-0.517	0.2%	4.8	608	i	-3.3	-1.5%	106µM*
COc1ccc(CNC(=O)COC(=O)c2c[nH]c(=O)[nH]c2=O)cc1OC	-0.3	1231	2.3	1.8	0.5	i	-0.228	-0.218	0.193	0.279	-0.3%	x	x	x	x	-1.6%	-7.8%
CCOC(=O)c1c2n(c3ccc(OC(C)=O)cc13)CCC2	0.84	935	4.5	4.8	5.0	i	-0.485	-0.0747	0.0177	-0.488	-10.0%	x	x	i	7.0	-0.8%	-2.9%
CN(C)CCNc1nc(S(=O)(=O)c2ccccc2)c(Cl)s1	0.36	1401	1.8	2.4	8.6	i	-0.584	-0.2	-0.438	-0.0709	8.5%	1.2	732	i	-4.1	-0.3%	52µM*
O=[N+]([O-])c1cc(S(=O)(=O)CCCN2CCOCC2)ccc1F	x	x	4.1	2.3	4.5	i	-4.25*	1.15*	-2.3*	0.317*	1.5%	6.9	712	i	4.9	-3.2%	0.0%
